RMI-FANCM inh – disruptors of RMI1/RMI2 association with MM2 peptide – biochemical, fluorescence polarization, human, primary screen | RMI core complex (RMI1/RMI2) binding to FANCM MM2 peptide, human | RMI core complex with F-MM2 peptide; hits give low values | FP signal (polarization) at 33 µM | actives 0.58% (n = 70,000) | AID 1159607, 2016; in the data active means FP signal below about 40; further: inactives centre near 61; strong numbers were not always called active; unit not given here
* marks the source's active call; other numbers are inactive results; & = joins results of further samples. These rows are one share of the data; rates above refer to the full screens.

RMI-FANCM inh | Compound
66 | CC(C)C(=O)Nc1ccc(SCC(=O)Nc2ccccc2C(F)(F)F)nn1
57 | CCOc1ccc(-c2ccc(SCC(=O)Nc3nnc(CC)s3)nn2)cc1
69 | CCC(=O)Nc1ccc(C(=O)NCCNC(=O)Nc2ccc3c(c2)OCO3)cc1
61 | O=C(CSc1ccccn1)c1ccc(O)c(O)c1
66 | C/C(=C/C(=O)O)C(=O)Nc1ccc(S(=O)(=O)N2CCOCC2)cc1
59 | O=C(CSc1nnc(NC(=O)c2ccccc2F)s1)NCc1ccc(F)cc1
80 | CSc1ncc(Cl)c(C(=O)N2CCN(c3cccc(C)c3C)CC2)n1
67 | COc1cccc(CC(=O)Nc2nc3cc4c(cc3s2)OCCO4)c1
62 | O=C(Nc1ccc2oc(=O)ccc2c1)c1cccs1
61 | O=S(=O)(c1ccc(Cl)cc1)c1nc(-c2cccs2)oc1N1CCOCC1
69 | COc1ccc(CCNC(=O)NCC(c2ccsc2)N(C)C)cc1 (stereo unspecified)
55 | O=C1NC2=C(C(=O)N(CCc3ccccc3)C2)C(c2ccccc2Cl)N1 (stereo unspecified)
65 | Cc1ccc(-c2nsc(SCC(=O)Nc3nccs3)n2)cc1
56 | COCCCn1c(-c2ccc(F)cc2)n[nH]c1=S
90 | Cc1cc(C)nc(SCc2c(C(=O)N3CCN(c4cccc(Cl)c4)CC3)nnn2-c2ccccc2)n1
69 | CCCCOc1ccc(S(=O)(=O)N2CCN(c3ccc4nnc(CC)n4n3)CC2)cc1
63 | COc1ccc(CCn2c(-c3ccc(Br)cc3)nc(=S)c3c2CCCC3)cc1OC
62 | COCCn1c(SCc2nc(-c3ccc(OC)cc3)oc2C)nc2ccccc2c1=O
74 | Cc1ccc(-c2[nH]c3ccccc3c2C(C[N+](=O)[O-])c2ccco2)cc1 (stereo unspecified)
51 | Cc1nc(S(=O)(=O)NCCNc2ccc(-c3ccc(F)cc3)nn2)cn1C
60 | CSc1ccc(-c2noc(-c3sccc3S(=O)(=O)N(C)c3ccc(C)c(C)c3)n2)cc1
57 | CC12CCC(C(=O)Nc3cccnc3)(CC1=O)C2(C)C (stereo unspecified)
60 | COC(=O)c1cccc(Nc2nn3c(=O)c4cc(OC)c(OC)cc4nc3s2)c1
59 | CC1CCN(S(=O)(=O)c2ccc3[nH]cc(C(=O)NCC4COc5ccccc5O4)c(=O)c3c2)CC1 (stereo unspecified)
64 | Cc1cc(N2C(=O)C(O)=C(C(=O)c3ccco3)C2c2ccc(Cl)cc2)no1 (stereo unspecified)
73 | O=C(Nc1ccc2c(c1)CN(C(=O)c1ccccc1)CC2)c1ccc(F)cc1
69 | CSc1ccc2nc(Nc3cccc(Br)c3)sc2c1
63 | C=CCN(CC=C)S(=O)(=O)c1ccc(C(=O)N2CCN(C(=O)c3ccc(S(=O)(=O)N(CC=C)CC=C)cc3)CC2)cc1
65 | O=C(NCCn1ncc2c(=O)n(Cc3ccc([N+](=O)[O-])cc3)cnc21)c1ccc(F)c(F)c1
60 | Cc1ccc(S(=O)(=O)N2CCC(c3nnc(C4CC4)s3)CC2)cc1C
56 | CC12CCC(C1)C(C)(C)C2NC(=O)c1ccc([N+](=O)[O-])cc1 (stereo unspecified)
53 | CC(C)COC(=O)c1ccc(NC(=O)C23CCC(C)(C(=O)C2=O)C3(C)C)cc1 (stereo unspecified)
51 | C[n+]1c(-c2ccccc2)sc2c1-c1ccccc1C2
61 | CC(C)(C)NC(=O)NCCOc1ccc(F)cc1
60 | CC(C)(C)c1csc(CN2CCN(CC(=O)Nc3ccc(OC(F)(F)F)cc3)CC2)n1
48 | O=C(NO)C12CCC(CC1)C2
59 | CCOc1ccc(-c2nnc3ccc(SCC(=O)Nc4nccs4)nn23)cc1
53&51 | O=C(O)/C=C/c1ccc(O)c(O)c1
59&53 | COc1ccc(CC(=O)Nc2ccccc2N2CCCCC2)cc1OC
65 | N#C/C(=C\c1csc([N+](=O)[O-])c1)S(=O)(=O)c1ccccn1
76 | CCOc1ccc(S(=O)(=O)NCC2CCN(Cc3cccs3)CC2)cc1F
66 | CC(C)NC(=O)CCCCn1c(=O)c2ccccc2n(CC(=O)NCc2ccccc2Cl)c1=O
56 | O=C(Nc1nc2ccc(F)cc2s1)c1cc(Cl)ccc1Cl
60 | O=C(Nc1ncnc2c1CCC2)c1nc2ccccc2s1
61 | O=C(Nc1cccc2cnccc12)c1cccc(S(=O)(=O)N2CCOCC2)c1
66 | Brc1ccc(CSc2nccn3nc(-c4ccccc4)cc23)cc1
63 | Cc1cc(C)c(C)c(S(=O)(=O)Nc2ccc(C(=O)N3CCC(Cc4ccccc4)CC3)cc2)c1C
61 | CC(Oc1ccc(F)cc1)C(=O)Nc1cc(Cl)ccc1Cl (stereo unspecified)
61 | Cc1[nH]c2ccccc2c1C(=O)CSc1ncnc2sc3c(c12)CCC3
69 | Cc1ccc(S(=O)(=O)OCC2CCN(C(=O)OC(C)(C)C)CC2)cc1
67 | O=C(NCc1ccsc1)C1CC1
63 | S=c1[nH]cc(-c2ccc(Cl)c(Cl)c2)n1-c1cccc(Cl)c1
66 | CS(=O)(=O)c1ccc2nc(NC(=O)C3CCCN(S(C)(=O)=O)C3)sc2c1 (stereo unspecified)
54 | CC(C)(C)CC(C)(C)NC(=O)C(Cl)Cl
70 | Cc1cccc(CC(=O)NCCc2ccc(N3CCCC3)cc2)c1
71 | Cc1cccc(NC(=O)c2ccc(S(=O)(=O)N3CCCCC3C)cc2)n1 (stereo unspecified)
44 | O=S(=O)(Cc1cccc(C(F)(F)F)c1)N1CCCCC1
49 | O=C(NNC(=O)c1ccc(OC(F)(F)F)cc1)c1ccc(Cl)cc1
55 | Cc1cc(NC(=O)C(=O)c2cn(CC(=O)N3CCOCC3)c3ccccc23)ccc1Br
64 | CCCCN1C(=O)CCc2cc(NC(=O)C3CC3)ccc21

(continued)
RMI-FANCM inh | Compound
64 | CCS(=O)(=O)N1CCc2ccc(NS(=O)(=O)c3ccc(F)cc3F)cc2C1
77 | CCOc1ccc(-c2ccc(N3CCN(C(=O)c4ccc5ccccc5n4)CC3)nn2)cc1
71 | O=[N+]([O-])c1ccc(NS(=O)(=O)c2cccs2)cc1
62 | O=S1(=O)CC(Cl)C(N=C(Cl)C(Cl)(Cl)Cl)C1 (stereo unspecified)
75 | COc1ccc(Cl)cc1NC(=O)Nc1sccc1-c1nc2ccccc2s1
67 | COC(=O)Cn1c(=NC(=O)CCSc2ccccc2)sc2cc(F)ccc21
69 | COc1ccccc1N1CCN(CCNC(=O)C(=O)Nc2cc(C)nc3ccccc23)CC1
62 | CC(=O)Nc1ccc(SCCCC(=O)NCCCn2ccnc2)nn1
69 | O=C(C1CC1)N1CCc2ccc(NS(=O)(=O)c3cccc(F)c3)cc21
58 | COc1ccc(NC(=O)COc2cccc3c2CCN(Cc2ccc(C)cc2)C3=O)c(OC)c1
48 | Cn1c(C(F)(F)F)nnc1S(=O)(=O)Cc1ccc(-c2csnn2)cc1
61 | Cn1c(=O)c2c(nc(NC3CCCC3)n2C)n(C)c1=O
74 | CC(C)Cc1nc(SCC(=O)N2CCOCC2)c2c(=O)n(C)c(=O)n(C)c2n1
87 | CSc1nsc(SC)c1C(=O)NC(=O)NNc1ccc(F)c(Cl)c1
83 | COc1ccc(-n2c(SCc3nc4ccccc4s3)nnc2-c2cccs2)cc1
89 | O=C(Nc1cc(C(F)(F)F)ccc1Cl)C1COc2ccccc2C1 (stereo unspecified)
56 | CC(C)(C)c1ccc2cc(C#N)c(C#N)cc2c1
56 | Cc1nc2ccccc2[nH]1
63 | Cc1cccc(OCC(=O)NCCN2CCN(c3ccc(F)cc3)CC2)c1
53 | Clc1snnc1COc1ccc2c(c1)OCO2
52 | COc1ccc(SCC(=O)Nc2cccc(Cl)c2Cl)cc1
55 | COc1ccccc1-c1nc(C)c2c(C)c(C(=O)NNC(=O)c3ccc(C(F)(F)F)cc3)sc2n1
60 | O=C(NCCOc1ccc(F)cc1)NC1CCCCC1
66 | CCOc1ccc(-c2nc(CSc3nc(-c4ccccc4)cc(=O)[nH]3)c(C)o2)cc1
63 | O=C(/C=C/c1cccs1)Nc1nncs1
61 | COc1ccc(OC)c2c1sc(=NC(=O)/C=C/c1ccccc1Cl)n2C
95 | O=C(Cc1cc(-c2ccc(Cl)cc2)on1)Nc1ccc(F)cc1F
68 | COC(=O)c1sc(-c2ccccc2)cc1NC(=O)C1CCN(S(C)(=O)=O)CC1
64 | CN1C(=O)C(C)(C)COc2cc(NS(=O)(=O)Cc3ccc(Cl)cc3)ccc21
121 | O=C(NCC1CCN(Cc2ccccc2)CC1)C(=O)Nc1ccc(F)c(Cl)c1
55 | CCc1nnc(NC(=O)CSc2ccc3nc(-c4ccccc4)cn3n2)s1
66 | COc1ccc(C(=O)Nc2nc3c(s2)CCCC3C(=O)NCc2ccccc2OC)cc1 (stereo unspecified)
60 | CC(C)(C)c1csc(CN2CCN(C(=O)CC3CCCCC3)CC2)n1
57 | CN(C)c1ccc(C(CNC(=O)Cc2ccc(Cl)cc2)N2CCN(c3ccccc3)CC2)cc1 (stereo unspecified)
60 | COc1cc(CNc2cccc(F)c2)cc(OC)c1OC
54 | CN(C)CCNC(=O)C(=O)Nc1ccc(F)c([N+](=O)[O-])c1
63 | CC1(C)C2CCC1(C)C(N1CCN(Cc3ccccc3)CC1)C2 (stereo unspecified)
56 | Cc1nc(-c2nnc(SCC(=O)c3ccc(F)cc3)n2C)cs1
62 | O=C(N/N=C\c1cccs1)c1ccc2nonc2c1
57 | COCCCNC(=S)N(Cc1ccccc1)Cc1ccccc1
71 | Cc1ccc(NC(=O)NCCn2nc(-c3cccs3)ccc2=O)cc1F
70 | O=C(Nc1ccc2c(c1)CN(C(=O)c1cccs1)CC2)c1ccccc1C(F)(F)F
59 | CCOC(=O)c1c(NC(=O)c2cccs2)sc2c1CCC(C)C2 (stereo unspecified)
66 | CCOc1cccc2cc(C(=O)NCCCn3nc(-c4cccnc4)ccc3=O)c(=O)oc12
35 | O=C1/C(=C/c2cc3ccccc3nc2N2CCCCC2)SC(=S)N1Cc1ccco1
65 | Cc1cc(=O)n2c(-c3cccc(NC(=O)COc4ccccc4F)c3)csc2n1
53 | CC(=O)Cc1nsc(Nc2ccccc2)n1
74 | CN1CCc2cc(C(CNC(=O)C(=O)Nc3cccc(C(F)(F)F)c3)N(C)C)ccc21 (stereo unspecified)

Structural class, the entries above containing a CF3 group.
RMI-FANCM inh | Compound
66 | CC(C)C(=O)Nc1ccc(SCC(=O)Nc2ccccc2C(F)(F)F)nn1
60 | CC(C)(C)c1csc(CN2CCN(CC(=O)Nc3ccc(OC(F)(F)F)cc3)CC2)n1
44 | O=S(=O)(Cc1cccc(C(F)(F)F)c1)N1CCCCC1
49 | O=C(NNC(=O)c1ccc(OC(F)(F)F)cc1)c1ccc(Cl)cc1
48 | Cn1c(C(F)(F)F)nnc1S(=O)(=O)Cc1ccc(-c2csnn2)cc1
89 | O=C(Nc1cc(C(F)(F)F)ccc1Cl)C1COc2ccccc2C1 (stereo unspecified)
55 | COc1ccccc1-c1nc(C)c2c(C)c(C(=O)NNC(=O)c3ccc(C(F)(F)F)cc3)sc2n1
70 | O=C(Nc1ccc2c(c1)CN(C(=O)c1cccs1)CC2)c1ccccc1C(F)(F)F
74 | CN1CCc2cc(C(CNC(=O)C(=O)Nc3cccc(C(F)(F)F)c3)N(C)C)ccc21 (stereo unspecified)

Arranged by value in RMI-FANCM inh (lowest first): 3 of the compounds above.
RMI-FANCM inh | Compound
57 | COCCCNC(=S)N(Cc1ccccc1)Cc1ccccc1
63 | CC1(C)C2CCC1(C)C(N1CCN(Cc3ccccc3)CC1)C2 (stereo unspecified)
74 | CN1CCc2cc(C(CNC(=O)C(=O)Nc3cccc(C(F)(F)F)c3)N(C)C)ccc21 (stereo unspecified)

(more compounds)
RMI-FANCM inh | Compound
62 | Cc1ccc(C(=O)NCCN2CCn3cc(OCc4ccccc4)c(=O)cc3C2=O)cc1C
67 | COc1ccc(CC(=O)Nc2ccc3c(c2)CN(C(C)=O)CC3)cc1OC
78 | O=C(CSc1ccc(NC(=O)c2ccco2)nn1)Nc1cccc(C(F)(F)F)c1
66 | COc1ccc(NC(=O)NCCCn2ncccc2=O)c(OC)c1
62 | C=CCc1cccc2cc(C(=O)Nc3ccc(S(N)(=O)=O)cc3)c(=O)oc12
61 | CCOC(=O)NC(Nc1cccc(C)c1)(C(=O)OCC)C(F)(F)F (stereo unspecified)
55 | CCOC(=O)c1ccc(NC(=O)/C=C/c2ccc([N+](=O)[O-])s2)cc1
55 | Cc1c2n(c3ccccc13)CC/C2=N/Nc1ccc(Cl)cc1Cl
58 | O=C1CCC(=O)N(c2ccccc2)N1
64 | CC1CCN(S(=O)(=O)c2ccc(NC(=O)c3ccncc3)cc2)CC1
57 | CCOC(=O)CSc1nc(C)c(C(=O)OCC)s1
57&55&63 | Nc1ncn([C@@H]2O[C@H](CO)[C@@H](O)[C@H]2O)c(=O)n1
71 | O=C(Nc1ccc(C(F)(F)F)cc1)C1CCCN(c2ccc(-c3ccco3)nn2)C1 (stereo unspecified)
105 | CCOc1ccc(OCCNS(=O)(=O)c2ccc3ccccc3c2)cc1
55 | O=C(NCc1ccc(F)cc1)C(=O)Nc1cccc(N2CCCCC2=O)c1
61 | COc1ccccc1CNC(=O)Cc1c(C)nc(SCc2cccc(Cl)c2)[nH]c1=O
57 | O=C(Nn1cnc2c(cnn2-c2cccc(Cl)c2)c1=O)c1cccc2ccccc12
58&61&58 | Cn1cccc1C(CNC(=O)C1CC(=O)N(c2ccccc2)C1)N1CCc2ccccc2C1 (stereo unspecified)
72 | O=C(NCCc1ccccc1)c1sccc1S(=O)(=O)N1CCN(c2ccc(Cl)cc2)CC1
59 | CCC1(c2cccc(OC)c2)CCCCN(C)C1=O (stereo unspecified)
65 | COc1cc2c(cc1OC)C1C(=O)c3c(O)cc4c(c3OC1CO2)C=CC(C)(C)O4 (stereo unspecified)
61 | O=C(COc1cccc2ccccc12)N/N=C\c1ccccc1[N+](=O)[O-]
59 | Cc1c(N2C(=O)CSC2=S)c(=O)n(-c2ccccc2)n1C

An excerpt of these results, as tab-separated lines.
smiles	RMI-FANCM inh
Cn1cccc1C(CNC(=O)C1CC(=O)N(c2ccccc2)C1)N1CCc2ccccc2C1 (stereo unspecified)	58&61&58
O=C(NCCc1ccccc1)c1sccc1S(=O)(=O)N1CCN(c2ccc(Cl)cc2)CC1	72
CCC1(c2cccc(OC)c2)CCCCN(C)C1=O (stereo unspecified)	59

From PubChem
